NALP1 yeast inh – NALP1 inhibition; inhibition, % at 10 µM; S. cerevisiae NALP1/ASC/caspase-1 growth, X-gal OD620, 72 h; 0.61% of 280,000 active; in the data active = inhibition mostly above about 24%, no sharp cut-off; inactive = mostly below about 32%; note: some compounds called inactive have numbers as strong as hits
p-CIP stab down – p/CIP protein destabilization; Q05BA5; F442A p/CIP-EGFP cells, EGFP fluorescence, 16 h; decrease of EGFP signal, % at 10 µM; 0.01% of 290,000 active; AID 1984;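 active = EGFP signal decrease of at least 30% at 10 µM or well 3 SD below plate mean, unless failing retest; inactive = the rest, including hits failing retest or dose response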; note: some compounds called inactive have numbers as strong as hits; many of its hits are not listed in these tables
PHOSPHO1 inh – PHOSPHO1 (human) inhibition. recombinant PHOSPHO1, absorbance phosphatase assay. inhibition, % at 13.3 µM. 1.1% of 290,000 active; in the data active = inhibition above about 60%
Target sequence (Q8TCT1 whole entry, looked up): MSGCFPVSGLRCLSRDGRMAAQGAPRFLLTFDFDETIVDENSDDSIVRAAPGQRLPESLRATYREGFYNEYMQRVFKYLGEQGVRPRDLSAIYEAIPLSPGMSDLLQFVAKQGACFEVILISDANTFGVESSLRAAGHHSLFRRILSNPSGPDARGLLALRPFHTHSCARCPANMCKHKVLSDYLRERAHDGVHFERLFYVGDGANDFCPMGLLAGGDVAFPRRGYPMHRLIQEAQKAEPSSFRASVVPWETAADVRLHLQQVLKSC
IMP-1 inhibitor – blocks Pseudomonas aeruginosa IMP-1 metallo-beta-lactamase; AID 1556; purified IMP-1, nitrocefin hydrolysis, epi-absorbance fluorescence; 0.45% of 290,000 active; inhibition, % at 5.6 µM;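 active = inhibition above the mean plus 3 SD of all compounds in the same screening run, cut at about 4.5% in these data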;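 note: 0% = IMP-1 with DMSO and 100% = DMSO wells lacking enzyme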
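Assay system: purified recombinant IMP-1 beta-lactamase. Input: IMP-1 0.2 nM before substrate addition. Buffer or medium: Zinc- and detergent-supplemented HEPES buffer, pH 7.1. Schedule: 25 °C, 15 min preincubation, 25 min reaction. Signal: Epi-absorbance fluorescence, 480 nm excitation, 530 nm emission. Evaluation: percent inhibition from optical density relative to buffer-blank wells.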
IDE cell activ – activators of human insulin-degrading enzyme in cells; P14735; 0.073% of 340,000 active; HEK cells, FAbeta-B cleavage, fluorescence polarization; 0% vehicle, 100% cell-free pure enzyme wells; activation, % at 5.96 µM;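 active = activation above the mean of all tested compounds plus 3 SD, set per screening campaign, cut at about 17% in these data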
VIM-2 inhibitor – blocks Pseudomonas aeruginosa VIM-2 metallo-beta-lactamase | AID 1527 | purified VIM-2, nitrocefin hydrolysis, epi-absorbance fluorescence | inhibition, % at 5.6 µM | 0.89% of 290,000 active;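 active = inhibition above the mean of all tested compounds plus 3 SD, cutoff set per screening run, cut at about 7.5% in these data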;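 note: red hydrolysis product quenches plate fluorescence so inhibitors raise well fluorescence; 0% = enzyme with DMSO and 100% = DMSO without enzyme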
GPR7 antag – human neuropeptides B/W receptor 1 antagonism | GPR7-expressing cells, fluorescence antagonist assay | inhibition, % at 4.4 µM | 1.1% of 290,000 active; in the data active = inhibition above about 16%, passing the limit was not always enough;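 note: cells stimulated with the agonist NPW; 0% = agonist with vehicle and 100% = vehicle without agonist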
Target sequence (P48145 whole entry, looked up): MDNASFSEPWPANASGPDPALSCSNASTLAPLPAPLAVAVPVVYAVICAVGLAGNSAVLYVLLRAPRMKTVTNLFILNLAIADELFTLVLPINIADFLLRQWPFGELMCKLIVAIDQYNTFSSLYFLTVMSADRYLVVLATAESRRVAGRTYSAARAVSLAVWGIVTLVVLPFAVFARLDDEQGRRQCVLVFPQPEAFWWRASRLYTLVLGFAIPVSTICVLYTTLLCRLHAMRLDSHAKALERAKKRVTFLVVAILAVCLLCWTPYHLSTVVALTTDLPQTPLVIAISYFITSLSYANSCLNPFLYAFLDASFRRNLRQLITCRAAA
M18AAP inhibitor – blocks P. falciparum M18 aspartyl aminopeptidase; inhibition, % at 7.35 µM; recombinant PfM18AAP, H-Glu-NHMec fluorogenic cleavage; 1.2% of 290,000 active;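 active = inhibition above the campaign mean inhibition over all tested compounds plus 3 SD, cut at about 28% in these data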;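 note: 0% = plate median of test compound wells and 100% = 2 mM ZnCl2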
IDE inh – inhibits human insulin-degrading enzyme in HEK cells. P14735. FAbetaB cleavage, fluorescence polarization. inhibition, % at 5.59 µM. 0.41% of 320,000 active;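 active = percent inhibition above the average of all tested compounds plus 3 SD, set per screening campaign, cut at about 16% in these data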;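 note: IDE supplied by intact live HEK cells; FP after avidin binding of uncleaved biotin substrate so inhibition keeps polarization high; 0% = DMSO wells and 100% = 60 µM reference IDE inhibitor Ii1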
* = called active by the depositor; x = not tested or not shown.

SMILES	NALP1 yeast inh	p-CIP stab down	PHOSPHO1 inh	IMP-1 inhibitor	IDE cell activ	VIM-2 inhibitor	GPR7 antag	M18AAP inhibitor	IDE inh
O=C(Cn1c(=O)oc2ccccc21)Nc1ccc(F)cc1	25	-10	19	-1.2	7	-0.2	-3	-10	-2
Cc1n[nH]c(=O)nc1N1CCc2ccccc2C1	19	-14	7	-2.6	0	0.5	-8	0	3
CN(C)CC(=O)c1ccc(-c2ccccc2)cc1	24	5	5	-0.6	-4	-0.8	-13	-1	1
Cc1ccc(-c2nc(-c3ccccn3)no2)cc1Cl	7	2	24	-1.8	-2	-0.8	0	-2	0
CCn1c(=O)c(C(=O)Nc2nc3ccccc3[nH]2)c(O)c2ccccc21	12	20	6	0.9	6	-1.3	-15	-12	1
O=C(CSC1=NCCS1)NC(NC(=O)CSC1=NCCS1)c1ccccc1	10	11	32	-1.4	5	0.3	29*	6	6
c1cc2nnnn2nc1N1CCCCCC1	6	-14	6	-2.8	3	-2.9	-6	1	-3
COc1cc(OC)cc(C(=O)NC2CCCCCCC2)c1	24	-16	1	0.5	3	2.2	13	-9	2
COc1ccc(CCNC(=O)CSc2nc3c(c(=O)n(C)c(=O)n3C)n2C(C)C)cc1OC	-11	3	-1	-1.8	-2	-1.6	-15	-1	3
O=C(/C=C/c1ccc2c(c1)OCO2)c1ccccn1	x	-18	-5	0.2	-4	4.1	3	22	8
CCOCCCNC(=O)C1CCN(Cc2cccc(OCc3ccccc3)c2)CC1	23	2	24	-3.1	0	-3.0	-12	2	8
CCOc1ccc(NC(=S)NNC(=O)c2ccc(Br)cc2)cc1	2	-9	12	-4.1	0	-2.6	5	-5	6
CC(Cc1ccco1)NC(=O)c1cccc(S(=O)(=O)N(C)C)c1 (configuration not stated)	-3	9	31	-2.5	4	-1.0	-4	-2	1
O=C(c1cccs1)N(Cc1cc2ccccc2[nH]c1=O)c1ccccc1	30	1	-8	1.4	-4	-3.5	-12	2	3
CCCCCCCn1ccc(O)c(CC(=O)OC)c1=O	-6	-3	32	-2.5	3	1.1	-11	-2	-2
COc1ccc(N2CCN(C(CNC(=O)C(=O)NCc3cccs3)c3ccco3)CC2)cc1 (configuration not stated)	5	-1	-9	-0.8	1	0.8	-1	-6	0
COC(=O)c1ccc(C(=O)OC)c(N)c1	-10	-9	2	-3.6	x	-1.2	-17	6	2
COc1ccc(C2CC(c3ccc(C)cc3)=NN2C(=O)CCC(=O)O)cc1OC (configuration not stated)	-2	0	x	-2.5	-1	1.1	-12	0	4
CC(C)CNC(=O)c1cc(S(=O)(=O)N2CCOCC2)ccc1N1CCCC1	-6	-11	38	-1.4	2	-3.7	-4	6	2
O=S(=O)(Nc1nc2ccccc2nc1N1CCN(c2ccccc2)CC1)c1ccc(F)cc1	22	-2	-6	-3.3	5	-1.2	-9	-7	7
O=C(Nc1ccc(Cl)cc1)Nc1cccc2nsnc12	19	5	20	-2.3	0	-0.8	-3	0	0
CCC(C(=O)NCc1cccnc1)n1nc(C)n2c(cc3occc32)c1=O (configuration not stated)	17	-4	2	-1.9	4	-1.2	-16	2	0
Cc1ccccc1SCc1noc(C(=O)NCC2CCCO2)c1C(=O)O (configuration not stated)	4	-6	37	-1.4	4	-1.9	-3	-6	1
CCCN(Cc1ccccc1)C(=O)Nc1ccc2c(c1)nnn2C	14	3	-3	-1.1	1	-3.0	-5	-3	4
CSc1ccccc1-c1nnc(-c2ccc(Cl)cc2)o1	27	10	25	-3.0	3	-1.2	4	-2	-3
COC(=O)Cc1[nH]nc2c1C(c1c[nH]c3ccccc13)C(C#N)=C(N)O2 (configuration not stated)	14	-6	-12	-0.9	5	-1.2	-5	8	1
Cn1cnc(S(=O)(=O)Nc2ccc(OC(F)F)cc2)c1	1	-1	42	-2.2	0	-2.5	1	-1	-1
Oc1cc(Br)ccc1C=Nc1ccc(N2CCCCC2)cc1	9	9	-8	-10	2	-2.5	-13	26	-2
COc1ccc(OC)c(C(=O)CSc2nccc(-c3ccc(Br)cc3)n2)c1	34	3	-18	-1.1	4	-0.7	4	6	-1
COc1ccc2c(c1)Sc1ccccc1N2CCN(C)C	19	-2	34	-1.8	5	-0.1	5	-9	4
CCSC(C)CC1C/C(=N/O)c2c(CC)noc2C1 (configuration not stated)	-2	-1	-7	-1.6	1	-2.2	15	1	0
COc1ccc(C)cc1NCc1cccc(OC)c1OC	33	16	35	1.0	-6	-0.3	-5	7	2
O=C(O)CC(SCC(=O)NC1CCCc2ccccc21)C(=O)O (configuration not stated)	26	-1	6	-2.0	4	-1.2	4	-1	3
COc1ccc(OC)c(-n2nnnc2SCC(=O)Nc2ccccc2OC)c1	-2	-6	-2	-5.7	2	-4.7	-4	-5	7
Cc1ccc(C(=O)Nc2ccc(Cl)cc2C(F)(F)F)c(Cl)c1	24	1	-11	-3.5	3	-0.8	-5	-6	4
CCOC(=O)C1(CCc2ccccc2)CCN(Cc2ccc(OC)cc2)CC1	22	1	41	1.0	2	2.8	14	8	-4
Cc1ccc(-c2nc(NC(=O)CSc3nnc4scc(-c5ccccc5)n34)ns2)cc1	-27	-11	8	x	0	x	x	x	-3
O=C(N=C1SC2CS(=O)(=O)CC2N1Cc1ccccc1Cl)C1CCCO1 (configuration not stated)	4	2	22	-2.4	10	-2.1	3	-5	1
CCSc1nc(C2CC2)cc(-c2ccco2)c1C#N	0	-17	22	-2.0	2	0.1	-1	0	-3
Cc1ccc(N2C(=O)C3C4C=CC(CC4)C3C2=O)c([N+](=O)[O-])c1 (configuration not stated)	-2	-14	20	-2.5	5	0.2	-12	-11	0
CSc1nnc(SCC#N)s1	x	-5	-6	-4.5	x	-2.6	-8	1	0
CC(Cc1cccnc1)NC(=O)c1cc(COc2ccc(F)cc2Cl)on1 (configuration not stated)	-10	-18	14	-2.8	-6	-3.3	2	-14	6
CC1(C)C2CCC1(CS(=O)(=O)N1CCC(C(N)=O)CC1)C(=O)C2 (configuration not stated)	9	-31	32	-3.1	-2	-2.6	-4	-15	0
COC(=O)c1cccc(NC(=S)Nc2cc(Cl)ccc2OC)c1	-9	-10	35	-0.9	-3	-1.0	-19	7	4
c1ccc(C(c2nnnn2C2CCCC2)N2CCN(c3nc4ccccc4s3)CC2)cc1 (configuration not stated)	-1	6	-33	0.9	4	-3.5	-6	-13	1
CCC1C/C(=C\c2cccnc2)C(=O)/C(=C/c2cccnc2)C1 (configuration not stated)	76*	5	-22	-5.0	-4	-1.2	-8	8	x
Clc1ccc(OCc2nnc3n2N=C(c2ccc4c(c2)OCCO4)CS3)c(Cl)c1	-17	10	7	-4.1	0	-1.2	13	3	0
Cc1ccc(O)c(NC(=O)C2=CC(c3ccco3)=NS(=O)(=O)N2C)c1	5	1	33	-4.2	4	-1.9	2	7	7
CCN(CC)CCN(C)C(=O)c1ccc(OC2CCN(C(=O)C3CC3)CC2)cc1	-13	-7	1	-2.9	4	1.3	-9	-1	-3
CCC(C)C(Nc1ccc(C(=O)OC)cc1[N+](=O)[O-])C(=O)OC (configuration not stated)	31	-8	0	-4.6	2	-1.9	2	3	8

Arranged by the number under PHOSPHO1 inh (high to low): some entries from above
SMILES	NALP1 yeast inh	p-CIP stab down	PHOSPHO1 inh	IMP-1 inhibitor	IDE cell activ	VIM-2 inhibitor	GPR7 antag	M18AAP inhibitor	IDE inh
CC1(C)C2CCC1(CS(=O)(=O)N1CCC(C(N)=O)CC1)C(=O)C2 (configuration not stated)	9	-31	32	-3.1	-2	-2.6	-4	-15	0
CSc1nnc(SCC#N)s1	x	-5	-6	-4.5	x	-2.6	-8	1	0
CCC1C/C(=C\c2cccnc2)C(=O)/C(=C/c2cccnc2)C1 (configuration not stated)	76*	5	-22	-5.0	-4	-1.2	-8	8	x
c1ccc(C(c2nnnn2C2CCCC2)N2CCN(c3nc4ccccc4s3)CC2)cc1 (configuration not stated)	-1	6	-33	0.9	4	-3.5	-6	-13	1

The list goes on.
SMILES	NALP1 yeast inh	p-CIP stab down	PHOSPHO1 inh	IMP-1 inhibitor	IDE cell activ	VIM-2 inhibitor	GPR7 antag	M18AAP inhibitor	IDE inh
Cc1cccc(NS(=O)(=O)c2cc(C(=O)NCCC3=CCCCC3)ccc2Cl)c1	15	2	-6	-1.3	3	-2.4	-2	0	-1
COC(=O)Cc1ccc(NC(=S)NCCC(C)C)cc1	18	-8	-8	-1.8	-3	-1.0	2	5	-3
COc1cccc(-c2csc(N3CCN(C(=S)Nc4cccc(C)c4)CC3)n2)c1	2	-13	23	-2.1	-1	-2.2	6	7	2
CC(=O)NC(Cc1cc(C)ccc1C)C(=O)N1CCN(C(=O)c2ccc(Br)cc2)CC1 (configuration not stated)	-4	5	41	-2.9	2	-3.6	4	2	5
O=C1NC(=O)C(c2ccc(Cl)cc2)N1 (configuration not stated)	4	-73	x	-1.4	-5	-2.0	-18	6	0
COc1ccccc1CNC(=O)c1cc(C)nn1-c1ccccc1	x	2	13	-3.8	1	-0.5	-9	2	3
Oc1ccc(/C=N/N=C/c2ccc(O)cc2)cc1	-14	-14	23	-4.7	9	-6.1	2	-7	-6
CC1(C)Oc2ccc3ccc(=O)oc3c2-c2cnoc21	24	-3	95*	-2.9	4	-2.2	-5	2	2
OC(CN1CCOCC1)CN1CCOCC1	-34	-5	-8	-4.1	1	-3.0	-9	-1	-2
CC(=O)c1cc2c(cc1NC(=O)C1CC1)OCO2	15	-7	-7	-3.5	-6	0.5	0	-1	-3
Cc1ccc(C)c(S(=O)(=O)N2CCN(C(=O)c3cncc(Br)c3)CC2)c1	10	6	22	-1.1	1	-1.7	-6	-3	0
COC(=O)C1CSC(c2ccc(Cl)cc2)N1C(=O)c1ccccc1 (configuration not stated)	10	-13	41	-2.6	-3	-2.0	-15	9	0
Cn1c(=O)c2c(nc(SCCCO)n2Cc2ccccc2Cl)n(C)c1=O	2	0	35	-0.5	-4	-1.6	-8	-6	8
Nc1ccc(S(=O)(=O)Nc2nccc(/C=C/c3ccc(Cl)cc3)n2)cc1	9	2	11	-3.1	7	-6.3	-17	3	1
COCCCNCC1C(Oc2ccc(Cl)cc2)C(=O)N1c1ccccc1C (configuration not stated)	-23	-2	1	-3.6	-1	-3.6	-3	1	5
O=C(CNC(=O)c1cccc(OC(F)F)c1)OCn1nnc2ccccc2c1=O	17	3	-13	-2.5	-2	-2.2	-8	4	-2
COc1ccc(OC)c(NC(=O)c2c(NC(=O)CCC(=O)O)sc3c2CCCCC3)c1	42	-10	-11	1.8	1	2.5	6	37*	4
CC(=O)N1CCN(c2ccc(NCc3ccc(C(C)C)cc3)cc2)CC1	7	-10	19	-4.8	-1	-1.7	25	8	-3
O=C(N/N=C/c1ccc2c(c1)OCO2)c1ccc(COCC(F)(F)C(F)F)cc1	14	22	5	-0.1	-1	-0.2	-16	-2	3
Cc1cnc(NCCc2ccccc2)s1	15	2	x	-0.8	6	-0.7	13	-1	x
COc1ccc(Cc2nc3ccc(C(=O)NC(C)c4cn(C)nc4C)cc3o2)cc1 (configuration not stated)	-14	15	12	-1.6	3	-1.0	12	-1	4
O=C(NCCc1ccccc1)c1ccc2nccnc2c1	-9	-3	-6	-2.2	3	-0.2	-13	1	-4
COc1cc2c(cc1OC)-c1nnc(C)n1C1(CCCC1)C2	14	9	-12	-4.0	-2	-2.2	-12	1	-3

Rows are unselected (roughly 5.3% active in at least one column).
